Rpn11 block = blocks the human proteasome subunit Rpn11; calls only at 20 µM; human 26S proteasome, Ub4-pepOG fluorescence polarization; 20S core pre-blocked with epoxomicin; actives 0.59% (n = 360,000);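 active = inhibition at 20 µM, scaled to each plate's controls, above about 33%, limit read from the data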
Target sequence (O00487 whole entry, looked up): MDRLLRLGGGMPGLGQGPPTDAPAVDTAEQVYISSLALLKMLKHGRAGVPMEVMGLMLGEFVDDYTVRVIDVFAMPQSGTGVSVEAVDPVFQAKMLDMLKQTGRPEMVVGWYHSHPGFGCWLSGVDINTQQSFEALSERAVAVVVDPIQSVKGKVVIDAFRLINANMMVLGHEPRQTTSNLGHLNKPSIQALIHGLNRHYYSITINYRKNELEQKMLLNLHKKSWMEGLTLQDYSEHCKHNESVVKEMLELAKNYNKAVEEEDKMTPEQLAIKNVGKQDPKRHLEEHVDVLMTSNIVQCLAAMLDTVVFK
CSN inh = blocks human CSN-mediated cullin deneddylation. Q92905. Purified CSN, SCF-Nedd8-OG deneddylation, fluorescence polarization. inhibition, % at 12.5 µM. actives 0.38% (n = 360,000);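 active = pattern-corrected inhibition above about 35%, with an unprinted fluorescence ratio check between 0.5 and 1.5, limit read from the data, passing the limit was not always enough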;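 note: 0% = enzyme with substrate and 100% = substrate without enzyme; some results filed as inactive read as strong as hits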
Target sequence (Q92905 whole entry, looked up, one chain of several): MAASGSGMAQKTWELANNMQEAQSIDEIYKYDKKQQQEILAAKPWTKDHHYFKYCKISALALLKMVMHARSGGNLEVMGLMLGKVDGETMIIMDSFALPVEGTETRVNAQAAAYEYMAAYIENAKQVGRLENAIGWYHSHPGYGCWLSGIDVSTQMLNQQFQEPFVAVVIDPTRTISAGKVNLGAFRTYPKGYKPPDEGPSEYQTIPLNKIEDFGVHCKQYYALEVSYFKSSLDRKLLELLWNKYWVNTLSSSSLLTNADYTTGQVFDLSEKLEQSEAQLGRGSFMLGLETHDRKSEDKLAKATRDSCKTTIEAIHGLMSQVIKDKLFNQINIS
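Test system: purified human Csn5 enzyme expressed in HEK293T cells. Amount: 0.24 nM enzyme. Reagent: SCFSkp2-Nedd8OG substrate at 10 nM final. Schedule: 90 min incubation of compound, enzyme and substrate at room temperature. Detection: fluorescence polarization. Read-out: % inhibition of substrate cleavage by Csn5.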
NadD block = inhibitors of Staphylococcus aureus NadD; purified NadD enzyme, colorimetric absorbance read-out; inhibition, % at 20 µM; actives 0.78% (n = 360,000); AID 602399; in the data active = inhibition above about 26%; note: some compounds past the cut are filed as inactive
SKN-1 block = C. elegans SKN-1 inhibition | C. elegans VP596 Pgst-4::GFP/RFP ratio, acrylamide-induced, 24 h | inhibition, % at 21.8 µM | actives 0.49% (n = 360,000);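 active = interference check ratio from 0.5 to 1.5 plus GFP to RFP signal ratio inhibition reaching or exceeding a fixed threshold, cut at about 30% in these data, passing the limit was not always enough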; note: some compounds called inactive have numbers as strong as hits
MLLE-PAM2 inh = blocks PAM2 peptide binding to the PABP1 MLLE domain | actives 0.36% (n = 360,000) | inhibition, % at 20 µM | GST-MLLE / FITC-PAM2 fluorescence polarization; in the data active = inhibition above about 35%, passing the limit was not always enough;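 note: plate controls were DMSO wells with GST-MLLE for no effect and wells lacking GST-MLLE protein for full effect; some results filed as inactive read as strong as hits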
Neddyl block = cullin neddylation inhibition; P61081+Q13564; actives 0.58% (n = 360,000); calls only at 25 µM; TR-FRET cullin neddylation, biochemical; in the data active = inhibition above about 36%
MT1-MMP act inh = blocks activation of human MT1-MMP; P50281; HT1080 RFP-PRO-GFP cells, GFP/RFP ratio fluorescence, overnight; percent of plate control window, DMSO zero; GFP/RFP ratio change, % at 20 µM; actives 0.061% (n = 360,000); AID 651647;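 active = GFP/RFP ratio change of at least 30% with cell ATP level not reduced by more than half and red fluorescence within 50% of control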; note: strong numbers were not always called active
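Assay system – RFP-PRO-GFP reporter HT1080 cells · Compound dosing – single dose of 20 µM compound, 1% DMSO final · Incubation – overnight compound exposure at 37 °C · Measure – GFP/RFP fluorescence ratio · Benchmarks – DMSO wells and RFP-L50D-GFP cells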
FAS-TE inh = blocks the thioesterase domain of human fatty acid synthase | P49327 | recombinant FAS-TE, OMFH fluorogenic substrate, fluorescence endpoint | inhibition, % at 15 µM | actives 0.67% (n = 360,000) | AID 602261;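 active = compounds whose normalised, plate-corrected inhibition of enzyme fluorescence in the single-dose primary screen is 50% or more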;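 note: 0% = DMSO with enzyme and 100% = substrate without enzyme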
Rin1-Abl PPI inh = human Rin1-Abl interaction inhibition. TR-FRET Rin1/Abl binding, biochemical. P00519+Q13671. inhibition, % at 7.35 µM. actives 0.4% (n = 360,000); in the data active = inhibition above about 5%, passing the limit was not always enough
* = called active by the depositor.

For CN(C)c1cccc(C(=O)Nc2nnc(Cc3ccccc3)s2)c1 the results were Rpn11 block inactive, CSN inh -1, NadD block -2, SKN-1 block 6, MLLE-PAM2 inh -18, MT1-MMP act inh 4, FAS-TE inh 4 and Rin1-Abl PPI inh 1.
Screening COc1ccc(COC(=O)C2=C(C)NC(=O)NC2c2cccc(OC)c2OC)cc1 (stereo not drawn) returned Rpn11 block inactive, CSN inh -4, NadD block -5, SKN-1 block 10, MLLE-PAM2 inh 0, Neddyl block inactive, MT1-MMP act inh 0, FAS-TE inh -4 and Rin1-Abl PPI inh 7.2*.
`Nc1nc(N2CCN(c3cccc(Cl)c3)CC2)n[nH]1` gave Rpn11 block inactive, CSN inh 0, NadD block -1, SKN-1 block -11, MLLE-PAM2 inh -10, Neddyl block inactive, MT1-MMP act inh 3, FAS-TE inh -3 and Rin1-Abl PPI inh -4.
`CN(C)S(=O)(=O)c1ccc(Cl)c(NC(=O)CN2CCCCCC2)c1` gave Rpn11 block inactive, CSN inh -3, NadD block -6, SKN-1 block 12, MLLE-PAM2 inh 5, Neddyl block inactive, MT1-MMP act inh 1, FAS-TE inh 1 and Rin1-Abl PPI inh 0.
For CN(C)C(=O)c1cccc(-c2cnc3c(NC=O)cc(-c4ccccc4N(C)C)cn23)c1 the results were Rpn11 block inactive, CSN inh -72, NadD block 0, SKN-1 block -41, MLLE-PAM2 inh inactive, Neddyl block inactive, MT1-MMP act inh -57, FAS-TE inh -133 and Rin1-Abl PPI inh -21.
Screening C/C=C/c1ccc(OCCCCN2C(=O)NC(C)(C)C2=O)c(OC)c1 returned Rpn11 block inactive, CSN inh -5, NadD block 1, SKN-1 block 9, MLLE-PAM2 inh 4, Neddyl block inactive, MT1-MMP act inh -2, FAS-TE inh -5 and Rin1-Abl PPI inh -1.
Screening NS(=O)(=O)c1ccc(CCNCC(=O)NC2CC2)cc1 returned Rpn11 block inactive, CSN inh 5, NadD block -6, SKN-1 block 15, MLLE-PAM2 inh -7, Neddyl block inactive, MT1-MMP act inh -4, FAS-TE inh -4 and Rin1-Abl PPI inh -2.
COC(=O)CC1=NC(=O)CS1 was read as Rpn11 block inactive, CSN inh -3, NadD block -2, SKN-1 block -19, MLLE-PAM2 inh -1, Neddyl block inactive, MT1-MMP act inh -2, FAS-TE inh -5 and Rin1-Abl PPI inh 3.
Screening CCC1CCCCN1C(=O)CNCC1CCCO1 (stereo not drawn) returned Rpn11 block inactive, CSN inh 2, NadD block -3, SKN-1 block -13, MLLE-PAM2 inh 8, Neddyl block inactive, MT1-MMP act inh 1, FAS-TE inh -4 and Rin1-Abl PPI inh -2.
For O=C(CSc1nnnn1-c1ccc(F)cc1)NC1CCCCC1 the results were Rpn11 block inactive, CSN inh 2, NadD block -1, SKN-1 block 10, MLLE-PAM2 inh 11, Neddyl block inactive, MT1-MMP act inh -1, FAS-TE inh -6 and Rin1-Abl PPI inh -2.
`O=C(CCC(=O)c1ccccc1)NCCOc1ccccc1` gave Rpn11 block inactive, CSN inh 2, NadD block -4, SKN-1 block -6, MLLE-PAM2 inh -6, Neddyl block inactive, MT1-MMP act inh 0, FAS-TE inh -1 and Rin1-Abl PPI inh 0.
O=C(N/N=C/c1ccccc1[N+](=O)[O-])c1ccc2c(c1)OCCO2 was read as Rpn11 block inactive, CSN inh 0, NadD block -6, SKN-1 block 9, MLLE-PAM2 inh -5, Neddyl block inactive, MT1-MMP act inh 3, FAS-TE inh 2 and Rin1-Abl PPI inh -2.
For CC12CCC(C(=O)N(NC(=O)c3cc(Cl)ccc3O)C1=O)C2(C)C (stereo not drawn) the results were Rpn11 block inactive, CSN inh -3, NadD block -1, SKN-1 block 8, MLLE-PAM2 inh -11, MT1-MMP act inh 0, FAS-TE inh -4 and Rin1-Abl PPI inh -2.
`COc1ccc(OCCCC(=O)Nc2cccc(S(=O)(=O)N3CCCCCC3)c2)cc1` gave Rpn11 block inactive, CSN inh 1, NadD block -11, SKN-1 block 1, MLLE-PAM2 inh 11, Neddyl block inactive, MT1-MMP act inh 5, FAS-TE inh 24 and Rin1-Abl PPI inh 1.
`COc1ccc(Nc2nnc(C)c(=O)[nH]2)c(OC)c1` gave Rpn11 block inactive, CSN inh 3, NadD block 2, SKN-1 block 21, MLLE-PAM2 inh -9, Neddyl block inactive, MT1-MMP act inh -2, FAS-TE inh 1 and Rin1-Abl PPI inh -1.
Screening Cc1cccc(OCc2nc3ccccc3n2C)c1 returned Rpn11 block inactive, CSN inh -4, NadD block 0, SKN-1 block 14, MLLE-PAM2 inh 9, Neddyl block inactive, MT1-MMP act inh 1, FAS-TE inh -2 and Rin1-Abl PPI inh -2.
For Cc1cc(=O)n2[nH]c(C(=O)O)nc2n1 the results were Rpn11 block inactive, CSN inh -1, NadD block -4, SKN-1 block -4, MLLE-PAM2 inh 6, Neddyl block inactive, MT1-MMP act inh 2, FAS-TE inh -3 and Rin1-Abl PPI inh 1.
`CCc1c(O)nc(SCC(=O)Nc2cc(C)on2)n(-c2ccccc2)c1=O` gave Rpn11 block inactive, CSN inh -2, NadD block -4, SKN-1 block -1, MLLE-PAM2 inh 19, Neddyl block inactive, MT1-MMP act inh -2, FAS-TE inh -4 and Rin1-Abl PPI inh 2.
`Nc1nnc(SCCN2C(=O)c3ccccc3S2(=O)=O)s1` gave Rpn11 block inactive, CSN inh 6, NadD block 2, SKN-1 block -8, MLLE-PAM2 inh -93, Neddyl block inactive, MT1-MMP act inh 0, FAS-TE inh 2 and Rin1-Abl PPI inh -4.
`COc1ccc(C2CC(=O)C3=C(C2)Nc2ccccc2N(C(=O)CCC(=O)O)C3c2ccc(F)cc2)cc1` (stereo not drawn) gave Rpn11 block inactive, CSN inh -5, NadD block 6, SKN-1 block 14, MLLE-PAM2 inh 4, MT1-MMP act inh 0, FAS-TE inh -4 and Rin1-Abl PPI inh 1.
COc1ccc(CNC(=O)CN(C)Cc2ccc(C(C)(C)C)cc2)cc1 was read as Rpn11 block inactive, CSN inh -2, NadD block -9, SKN-1 block 15, MLLE-PAM2 inh -11, Neddyl block inactive, MT1-MMP act inh -2, FAS-TE inh 18 and Rin1-Abl PPI inh 3.
For CCOC(=O)[C@]12CCCC=C1N(Cc1ccc3c(c1)OCO3)C(=O)[C@H](CC(=O)N1CCCC1)C2 the results were CSN inh -2, NadD block 11, SKN-1 block 12, Neddyl block inactive, MT1-MMP act inh 8 and FAS-TE inh -4.
`O=C(CSc1nccc(=O)[nH]1)NC1CCCc2ccccc21` (stereo not drawn) gave Rpn11 block inactive, CSN inh 2, NadD block -1, SKN-1 block 0, MLLE-PAM2 inh -9, Neddyl block inactive, MT1-MMP act inh -3, FAS-TE inh -5 and Rin1-Abl PPI inh -1.
`CC(=O)Nc1ccc(CNc2nc(NCCN(C)C)nc3cc(-c4ccccc4)sc23)cc1` gave Rpn11 block inactive, CSN inh 5, NadD block -1, SKN-1 block -23, MLLE-PAM2 inh -4, Neddyl block inactive, MT1-MMP act inh 3, FAS-TE inh -10 and Rin1-Abl PPI inh 0.
`COc1cccc(C(=O)OCC(=O)c2c[nH]c3ccccc23)c1OC` gave Rpn11 block inactive, CSN inh 2, NadD block -13, SKN-1 block 13, MLLE-PAM2 inh -10, Neddyl block inactive, MT1-MMP act inh 0, FAS-TE inh -1 and Rin1-Abl PPI inh 3.
Screening Cc1[nH]c2ccccc2c1N=Nc1cc(C(=O)O)cc(C(=O)O)c1 returned Rpn11 block inactive, CSN inh -3, NadD block 2, SKN-1 block 0, MLLE-PAM2 inh -10, Neddyl block inactive, MT1-MMP act inh 9, FAS-TE inh -5 and Rin1-Abl PPI inh 2.
Cc1noc(C)c1S(=O)(=O)N1CCC(C(=O)NCCc2ccc(S(N)(=O)=O)cc2)CC1 was read as Rpn11 block inactive, CSN inh -3, NadD block 6, SKN-1 block 4, MLLE-PAM2 inh -6, Neddyl block inactive, MT1-MMP act inh 3, FAS-TE inh -4 and Rin1-Abl PPI inh 7.
`CCOC(=O)C1=C(C)N=c2s/c(=C\c3ccc(OC(C)=O)c(OCC)c3)c(=O)n2C1/C=C/c1ccccc1` (stereo not drawn) gave Rpn11 block inactive, CSN inh 8, NadD block 54*, SKN-1 block 33, MLLE-PAM2 inh 13, Neddyl block inactive, MT1-MMP act inh 42*, FAS-TE inh 15 and Rin1-Abl PPI inh 4.
Cn1cc([C@@H]2C[C@H]3CN(Cc4cccc(Cl)c4)C(=O)[C@]34CCCN24)c(-c2ccccc2)n1 was read as Rpn11 block inactive, CSN inh 1, NadD block 5, SKN-1 block -1, MLLE-PAM2 inh -9, Neddyl block inactive, MT1-MMP act inh -1, FAS-TE inh 9 and Rin1-Abl PPI inh 0.
`C=CCn1c(C)cc(C2=NNC(=Nc3ccc(C)cc3)SC2)c1C` gave Rpn11 block inactive, CSN inh 1, NadD block 19, SKN-1 block -1, MLLE-PAM2 inh -82, Neddyl block inactive, MT1-MMP act inh 1, FAS-TE inh -20 and Rin1-Abl PPI inh -1.
Screening O=[n+]1c2c(n([O-])c3ccccc31)CCC2 returned Rpn11 block inactive, CSN inh 3, NadD block -2, SKN-1 block 9, MLLE-PAM2 inh 7, Neddyl block inactive, MT1-MMP act inh -5, FAS-TE inh -9 and Rin1-Abl PPI inh -3.
Screening O=c1oc2ccccc2c(NC2CCCCC2)c1NS(=O)(=O)c1ccc(Br)cc1 returned Rpn11 block inactive, CSN inh 4, NadD block 1, SKN-1 block 10, MLLE-PAM2 inh 14, Neddyl block inactive, MT1-MMP act inh -6, FAS-TE inh 25 and Rin1-Abl PPI inh 1.
For CCCCN(C(=O)c1ccco1)C1CCS(=O)(=O)C1 (stereo not drawn) the results were Rpn11 block inactive, CSN inh 3, NadD block -2, SKN-1 block 10, MLLE-PAM2 inh 1, Neddyl block inactive, MT1-MMP act inh -2, FAS-TE inh -9 and Rin1-Abl PPI inh 2.
O=C(N=C1SCC(=O)N1c1ccccc1)c1ccco1 was read as Rpn11 block inactive, CSN inh 4, NadD block -3, SKN-1 block 3, MLLE-PAM2 inh 2, Neddyl block inactive, MT1-MMP act inh 0, FAS-TE inh -5 and Rin1-Abl PPI inh -1.
CN1C(=O)CC(N2CCC(C(N)=O)(N3CCCCC3)CC2)C1=O (stereo not drawn) was read as Rpn11 block inactive, CSN inh 4, NadD block 8, SKN-1 block 4, MLLE-PAM2 inh 2, Neddyl block inactive, MT1-MMP act inh 3, FAS-TE inh -8 and Rin1-Abl PPI inh -2.
COCCNC(=S)Nc1ccc(S(=O)(=O)Nc2ncccn2)cc1 was read as Rpn11 block inactive, CSN inh -1, NadD block 4, SKN-1 block -20, MLLE-PAM2 inh 6, Neddyl block inactive, MT1-MMP act inh 4, FAS-TE inh -12 and Rin1-Abl PPI inh 4.

The order is random; overall some 3.9% were active at least once.
